Screening data (PubChem BioAssay)
UPR XBP1 act = activators of adaptive XBP1 UPR arm, primary screen, cell-based, CHO-XBP1 luciferase reporter, luminescence, uHTS | IRE1-XBP1 UPR activation; percent of tunicamycin response, DMSO as zero | activation, % at 20 µM | 330,000 tested, 0.33% active;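 active = versus positive control, 20 µM dose yields 30% or more activation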;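 note: 100% = tunicamycin at 10 µg/mL and 0% = DMSO only wells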
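Assay system: IRE1-XBP1 luciferase reporter CHO line. Input: 1000 cells/well. Buffer or medium: F12 with 10% serum. Doses: 20 µM, 1% DMSO. Times: overnight seeding at 37 °C, 6 h compound treatment at 37 °C. Technique: Steady-Glo luciferase glow luminescence, 10 min after reagent addition.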
Mdm2 MdmX PPI = inhibitors of human Mdm2-MdmX association, primary screen, cell-based, luminescence, split luciferase, SaOS-2, uHTS. Protein Mdm4 (Homo sapiens) + E3 ubiquitin-protein ligase Mdm2 (Homo sapiens), …. SaOS-2 split-luciferase Mdm2/MdmX complementation. inhibition, % at 8 µM. 330,000 tested, 3% active. AID 485346, 2010;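 active = inhibition of at least 50% at 8 µM in the primary screen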
Target sequence (O15151 whole entry, looked up): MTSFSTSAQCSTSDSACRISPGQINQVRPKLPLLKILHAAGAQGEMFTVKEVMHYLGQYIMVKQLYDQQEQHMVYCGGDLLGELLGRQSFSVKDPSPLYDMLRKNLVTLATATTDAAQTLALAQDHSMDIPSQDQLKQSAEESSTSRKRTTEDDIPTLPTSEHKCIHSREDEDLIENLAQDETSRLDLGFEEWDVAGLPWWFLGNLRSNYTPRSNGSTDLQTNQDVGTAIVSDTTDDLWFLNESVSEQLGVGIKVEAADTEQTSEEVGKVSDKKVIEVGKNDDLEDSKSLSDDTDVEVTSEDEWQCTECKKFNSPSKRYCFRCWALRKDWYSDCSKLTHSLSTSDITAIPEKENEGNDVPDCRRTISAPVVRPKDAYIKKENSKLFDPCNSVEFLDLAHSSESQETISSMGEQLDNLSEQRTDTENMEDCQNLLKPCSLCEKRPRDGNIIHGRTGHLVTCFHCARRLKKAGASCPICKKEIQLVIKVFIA
Target sequence (Q00987 whole entry, looked up): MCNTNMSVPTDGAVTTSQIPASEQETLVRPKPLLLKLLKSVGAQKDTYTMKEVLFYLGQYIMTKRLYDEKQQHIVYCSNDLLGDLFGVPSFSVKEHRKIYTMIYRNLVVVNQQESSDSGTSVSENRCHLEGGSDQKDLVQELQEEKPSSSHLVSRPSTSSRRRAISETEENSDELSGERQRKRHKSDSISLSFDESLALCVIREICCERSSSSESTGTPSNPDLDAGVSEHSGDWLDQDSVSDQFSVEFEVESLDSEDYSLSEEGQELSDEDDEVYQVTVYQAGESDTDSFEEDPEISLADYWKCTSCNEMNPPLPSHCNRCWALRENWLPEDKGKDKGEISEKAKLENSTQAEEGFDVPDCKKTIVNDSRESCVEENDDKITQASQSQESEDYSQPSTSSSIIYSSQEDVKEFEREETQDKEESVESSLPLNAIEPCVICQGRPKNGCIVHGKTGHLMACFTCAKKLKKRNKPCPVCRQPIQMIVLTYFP
UPR CHOP act = activators of apoptotic CHOP UPR arm, primary screen, cell-based, CHO-CHOP luciferase reporter, luminescence, uHTS; UPR activation; percent of tunicamycin response over DMSO baseline; activation, % at 10 µM; 330,000 tested, 0.34% active; AID 449763, 2010;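 active = at 10 µM dose, activation of 40% or more, normalized to positive control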;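 note: 100% = tunicamycin at 10 µg/mL and 0% = DMSO alone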
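assay system = CHO CHOP reporter cells | amount = 500 CHO-CHOP cells per well | buffer or medium = F12 with 10% FBS | incubation = 16-18 h cell attachment, then 6 h compound exposure, 37 °C | detection = luminescence read with Steady-Glo | read-out = percent activation relative to tunicamycin control | controls = tunicamycin high control, DMSO low control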
TIM10 inh = growth inhibitors of isogenic TIM10 control yeast, primary screen, counter-screen for tim10-1 yeast inhibitor project, luminescence, uHTS; S. cerevisiae TIM10 strain growth, BacTiter-Glo luminescence, 24 h; inhibition, % at 10 µM; 330,000 tested, 1.4% active; AID 463195, 2010;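 active = inhibition of 40% or more at the single tested concentration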;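 note: wild-type TIM10 isogenic control strain grown at permissive 25 °C; 0% = DMSO yeast wells and 100% = minimal medium wells without yeast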
APJ ag = agonists of human apelin receptor APJ, primary screen, CHO-K1 cells, PathHunter beta-arrestin, luminescence | P35414 | 0% DMSO wells, 100% apelin | activation, % at 20 µM | 330,000 tested, 0.11% active | AID 2520, 2010;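 active = activation more than six SD over the plate average, tested at 20 µM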;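 note: 0% = DMSO alone and 100% = apelin-13 at 10 nM; some results filed as inactive read as strong as hits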
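Assay system: engineered CHO-K1 APJ arrestin reporter cells; Amount: 1000 CHO-K1 reporter cells seeded per well; Dosing: one dose, 20 µM compound, 1% DMSO; Times: compound stimulation 90 min at 25 °C, detection 60 min; Measured by: luminescent beta-gal fragment complementation, chemiluminescent substrate; Read-out: APJ–arrestin association signal; Controls: DMSO vs Apelin-13 10 nM.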
NLRP3 yeast inh = NALP3 inflammasome inhibitors in reconstituted yeast, primary screen, luminescence, uHTS. Yeast reconstituted NLRP3/ASC/caspase-1, beta-gal luminescence, 24 h. inhibition, % at 10 µM. 330,000 tested, 0.39% active. AID 2825, 2010;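 active = inhibition of 50% or more; inactive = inhibition below 50%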;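 note: plate controls were induced DMSO wells for no effect and uninduced yeast grown without galactose for full effect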
tim10-1 inh = growth inhibitors of tim10-1 mutant yeast, primary screen, luminescence, uHTS; S. cerevisiae tim10-1 ts strain growth, BacTiter-Glo, 24 h; inhibition, % at 20 µM; 330,000 tested, 2.2% active; AID 463190, 2010;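 active = inhibition of at least 40%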;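 note: mutant grown at 25 °C; 0% = DMSO wells with yeast and 100% = wells holding no yeast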
NR3A LBD binder = binders of NR3A ligand-binding domain, primary screen, biophysical, differential scanning fluorimetry, uHTS | Tm shift relative to glycine control, % at 25 µM | 340,000 tested, 2.5% active | Glutamate receptor ionotropic, NMDA 3A (GRIN3A) ligand-binding domain | NR3A LBD differential scanning fluorimetry, Tm shift; 0% = protein alone, 100% = glycine-bound protein;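 active = melting temperature shift of at least 10% of the positive control shift, at one fixed dose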
tim23-1 inh = growth inhibitors of tim23-1 mutant yeast, primary screen, luminescence, uHTS | S. cerevisiae tim23-1 growth, BacTiter-Glo luminescence, 24 h | inhibition, % at 20 µM | AID 463212, 2010 | 330,000 tested, 1.3% active;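 active = growth inhibition of the mutant yeast at or above 50%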;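 note: temperature-sensitive mutant grown at 25 °C; plate controls were DMSO-treated mutant yeast for no effect and medium wells lacking yeast for full effect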
An asterisk follows results filed as active; . = not tested or not shown. Random draw from the library, and some 8.2% of all compounds hit somewhere here.

1) CCOc1ccc2noc3c2c1C(=O)c1ccccc1-3
2) COc1ccccc1C/C(N)=N/OC(=O)c1cccc([N+](=O)[O-])c1
3) Cc1ccc(OCC(O)CN2C(=O)NC(C)(C)C2=O)cc1C (stereo not given)
4) COc1ccc(CC(=O)Nc2ccccc2N2CCCCC2)cc1OC
5) O=C(CCn1cnc(-c2ccccc2)c1-c1ccccc1)N/N=C/c1ccccc1O
6) O=C(CSc1nccn1-c1ccc(F)cc1)NCc1ccc2c(c1)OCO2
7) CCOC(=O)C(=O)NNc1ccc(C)cc1
8) O=Cc1sc(N2CCOCC2)nc1-c1ccccc1
9) Cc1ccc(C)c(-n2c3nc(=O)n(C)c(=O)c-3cc3ccccc32)c1
10) CCCCCOC(=O)c1c(N)n(CCOC)c2nc3ccccc3nc12

entry no.	1	2	3	4	5	6	7	8	9	10
UPR XBP1 act	-1	-2	-2	3	0	-2	-3	-1	-3	-1
Mdm2 MdmX PPI	32	33	5	21	76*	2	-7	30	7	22
UPR CHOP act	5.3	2.3	-0.8	-0.6	-4.1	2.0	-1.9	-0.4	1.7	1.0
TIM10 inh	23	81*	4	18	22	4	8	1	1	11
APJ ag	14	11*	0	2	-2	-7	-1	-1	-1	-11
NLRP3 yeast inh	6	2	6	16	17	15	28	9	25	19
tim10-1 inh	29	52*	-9	13	39	19	10	11	0	20
NR3A LBD binder	-2	1	0	-1	-2	3	0	.	0	-4
tim23-1 inh	47	70*	-18	22	17	7	4	18	5	31

11) c1ccc(-c2nnc(SCC3CCCO3)nc2-c2ccccc2)cc1 (stereo not given)
12) Cc1ccc(NC(=O)c2nc[nH]c2C(=O)NCc2ccccc2)cc1
13) Oc1ccc(N=Nc2ccc3ccccc3c2)cc1
14) Cc1cc(OC(C)C(=O)NCC2CCC(C(=O)O)CC2)c2c(C)c(Cc3ccccc3)c(=O)oc2c1 (stereo not given)
15) CN1CCN(c2ccccc2NC(=S)NC(=O)c2cc3ccccc3o2)CC1
16) COc1ccc(NC(=O)C2CCN(C(=O)c3ccco3)CC2)c(OC)c1
17) COc1ccc2occ(C(=O)c3coc4ccc(O)c(CN(C)C)c34)c2c1
18) COc1ccc(CCNC(=O)Cc2ccccc2)cc1OC
19) CC(C)C[C@H](NC(=O)N1CCn2c1nc1ccccc12)C(=O)N[C@H](Cc1ccccc1)C(=O)O
20) CCOc1cc(C(=O)Nc2cc(=O)n(C)c(=O)n2C)cc(OCC)c1OCC

entry no.	11	12	13	14	15	16	17	18	19	20
UPR XBP1 act	-2	-2	2	-4	5	-4	5	-2	-2	-1
Mdm2 MdmX PPI	-6	7	-231	15	92*	11	-20	-10	-2	19
UPR CHOP act	0.8	1.0	3.5	1.5	27	1.2	-3.3	3.7	2.2	-4.4
TIM10 inh	12	18	6	1	98*	-7	34	-6	6	-2
APJ ag	-5	-3	-5	-4	2	0	7	-2	-1	-4
NLRP3 yeast inh	-15	31	42	10	20	21	-13	15	-8	5
tim10-1 inh	17	24	-62	14	40*	29	34	-4	6	-3
NR3A LBD binder	-1	1	24*	-2	-2	-2	-2	-1	0	0
tim23-1 inh	24	25	-16	-7	23	14	9	-4	10	13

21) CCOC(=O)c1sc(=S)n(-c2cccc(OC)c2)c1N
22) CCOC(=O)c1[nH]c(C)c(C(=O)N(C)C)c1C
23) CC(=O)Cc1nsc(Nc2ccccc2)n1
24) O=CN1CCN(C(=O)Cc2ccc([N+](=O)[O-])cc2)CC1
25) Cc1nnc(SCC(=O)Nc2cccc(C(F)(F)F)c2)n1Cc1ccco1
26) O=C(c1cc2ccccc2o1)N1CCN(c2ccccc2Cl)CC1
27) CSc1nc(-c2ccccc2)[nH]c(=S)c1C(C)=O
28) CC(C)CC(=O)N1CCN(Cc2cccc([N+](=O)[O-])c2)CC1
29) c1ccc(-c2ncnc3cc4n(c23)CCC4)cc1
30) Cn1c[n+](C)cc1-c1ccc(/C(N)=N/O)cc1

entry no.	21	22	23	24	25	26	27	28	29	30
UPR XBP1 act	0	-2	1	1	-1	1	-3	1	3	-1
Mdm2 MdmX PPI	-21	-6	-28	8	-15	17	-14	-2	37	-12
UPR CHOP act	2.0	-0.9	1.1	-1.1	-2.1	-0.7	-0.9	1.3	-1.0	1.2
TIM10 inh	-10	3	31	4	18	8	6	-3	2	-7
APJ ag	-7	-3	1	-1	2	1	0	-2	-7	-3
NLRP3 yeast inh	37	4	4	13	6	15	2	19	21	1
tim10-1 inh	-13	4	27	6	15	35	13	-4	0	-15
NR3A LBD binder	3	-14	-1	-5	3	1	1	-9	-1	0
tim23-1 inh	12	8	31	7	4	30	6	0	-3	-5

31) CC(=O)Nc1nnc(SCc2cc(=O)c(OC(=O)c3ccccc3)co2)s1
32) COc1ccc(S(N)(=O)=O)cc1C(=O)NCCCN1CCN(c2ccc(C)cc2)CC1
33) Brc1cccc(-c2nnc3n2CCCCC3)c1
34) Cc1ccc(S(=O)(=O)NCCC(=O)Nc2cccc(S(N)(=O)=O)c2)cc1C
35) CC(=O)N(c1cccc(Cl)c1)c1nc(C)cc(C)c1C#N
36) Cc1ccc2c(CN3CCC(C)CC3)cc(=O)oc2c1
37) CCN(c1ccccc1)S(=O)(=O)c1ccc(OC)c(NC(=O)CNCC(C)O)c1 (stereo not given)
38) CCC(=O)Nc1cccc2c1C(=O)N(C)C2=O
39) COc1ccc(-c2nnn(Cc3ccccc3F)n2)cc1
40) C=CCOc1c(OC)cc(Cl)cc1C1NC(=O)NC(C)=C1C(C)=O (stereo not given)

entry no.	31	32	33	34	35	36	37	38	39	40
UPR XBP1 act	-2	-6	-1	-3	3	-2	-2	4	4	-5
Mdm2 MdmX PPI	10	-5	18	14	10	-96	30	33	-166	21
UPR CHOP act	-2.0	-2.4	0.1	0.0	0.2	5.2	0.2	1.2	5.6	-1.8
TIM10 inh	8	4	-13	8	1	11	-12	25	-10	-8
APJ ag	-6	-1	-2	-2	-2	-4	-1	-3	-2	-4
NLRP3 yeast inh	16	14	8	11	12	5	12	1	17	11
tim10-1 inh	0	8	11	-26	-11	14	13	14	26	2
NR3A LBD binder	0	0	1	-1	2	1	-2	-1	4	5
tim23-1 inh	11	15	1	10	17	8	11	14	6	7

41) Cc1nn(CC(=O)NCCc2cccs2)c(=O)c2nn(-c3ccccc3)c(C)c12
42) COC(=O)c1ccc(NC(=S)NC(=O)c2cccnc2)cc1
43) Cc1c(OCC(=O)NC(Cc2ccc(Cl)cc2)C(=O)O)ccc2c(-c3ccccc3)cc(=O)oc12 (stereo not given)
44) Nc1c(-c2cccs2)cnc2c(-c3ccc(F)cc3)cnn12
45) Cc1cc(C)c(NC(=O)CS(=O)CC(=O)NCCN2CCCCCC2)c(C)c1 (stereo not given)
46) COc1cc2cc3c(N)c(C(=O)NCc4ccco4)sc3nc2cc1OC
47) Cc1ccc2c(c1)[nH]c1c(N3CCN(Cc4ccccc4)CC3)ncnc12
48) CCOC(=O)c1ccccc1NS(=O)(=O)c1ccc(OC)cc1
49) CN1CC[n+]2c(CN3C(=O)c4ccccc4C3=O)csc21
50) C/C(N)=C(/C#N)C(=O)COC(=O)CSc1ccc2ccccc2c1

entry no.	41	42	43	44	45	46	47	48	49	50
UPR XBP1 act	-2	-3	-2	-3	3	3	-6	-1	-3	-2
Mdm2 MdmX PPI	15	22	5	-101	-18	-2	22	49	-24	-7
UPR CHOP act	0.4	-0.8	0.0	5.1	0.8	2.1	4.4	-2.9	0.5	0.2
TIM10 inh	-8	3	9	27	17	21	30	23	-11	-2
APJ ag	0	-5	-2	-1	2	4	12	-7	2	2
NLRP3 yeast inh	9	23	9	9	11	22	9	7	18	0
tim10-1 inh	-7	-2	6	23	-14	25	31	19	13	15
NR3A LBD binder	1	0	-10	30*	0	0	-13	3	-1	-13
tim23-1 inh	-9	8	5	19	5	15	35	29	5	4

A draw from above in order of formula weight, smallest number first:
49) CN1CC[n+]2c(CN3C(=O)c4ccccc4C3=O)csc21
50) C/C(N)=C(/C#N)C(=O)COC(=O)CSc1ccc2ccccc2c1
47) Cc1ccc2c(c1)[nH]c1c(N3CCN(Cc4ccccc4)CC3)ncnc12
45) Cc1cc(C)c(NC(=O)CS(=O)CC(=O)NCCN2CCCCCC2)c(C)c1 (stereo not given)
43) Cc1c(OCC(=O)NC(Cc2ccc(Cl)cc2)C(=O)O)ccc2c(-c3ccccc3)cc(=O)oc12 (stereo not given)

entry no.	49	50	47	45	43
UPR XBP1 act	-3	-2	-6	3	-2
Mdm2 MdmX PPI	-24	-7	22	-18	5
UPR CHOP act	0.5	0.2	4.4	0.8	0.0
TIM10 inh	-11	-2	30	17	9
APJ ag	2	2	12	2	-2
NLRP3 yeast inh	18	0	9	11	9
tim10-1 inh	13	15	31	-14	6
NR3A LBD binder	-1	-13	-13	0	-10
tim23-1 inh	5	4	35	5	5

Continuation.
51) CC(=O)Nc1ccc(NC(=O)c2c(C)noc2C)cc1
52) Cc1ccccc1S(=O)(=O)/N=C(/Nc1c(C)n(C)n(-c2ccccc2)c1=O)c1ccccc1
53) CCOC(=O)c1ccc(S(=O)(=O)N2CCC(C(=O)NCc3ccccc3OC)CC2)cc1
54) C/C(=N\N=C(N)N)c1ccc(Cl)c(Cl)c1
55) Cc1ccc(-n2cc(CN3CCC(CO)(Cc4cccc(C(F)(F)F)c4)CC3)cn2)cc1
56) CCCNC(=O)c1onc(CSc2ccc(Cl)cc2)c1C(=O)NCCC(C)C
57) CCC(=O)N(CC(=O)Nc1sc(C)c(C)c1C(N)=O)C1CCCC1
58) O=C1CN(C(=O)COc2ccccc2Cl)c2ccccc2N1

entry no.	51	52	53	54	55	56	57	58
UPR XBP1 act	-2	-1	0	-1	3	1	-4	-1
Mdm2 MdmX PPI	-12	9	3	56*	84*	11	19	-42
UPR CHOP act	-0.4	0.4	2.3	-1.6	-0.6	-1.4	-2.6	-0.7
TIM10 inh	-8	-18	17	9	14	26	10	8
APJ ag	-2	-1	-2	1	1	2	-2	-4
NLRP3 yeast inh	3	14	33	14	39	15	2	7
tim10-1 inh	-14	8	8	-7	-22	13	-10	7
NR3A LBD binder	-1	1	2	0	-2	-18	1	1
tim23-1 inh	-6	4	16	-8	-18	28	2	8
